Compound activity from PubChem BioAssay.
rTrxR1 inhibitor = blocks rat thioredoxin reductase 1; O89049; 1% of 390,000 active; recombinant rTrxR1, NADPH fluorescence consumption, selenite substrate; Potency, µM (titrated, usually from 114 µM), for the others: at the highest dose activity change, negative = inhibition, most hits filed as inhibitors; note: potency is the fitted concentration of half-maximal effect; % is set by controls: 0 for no effect and ±100 for the full control effect; nearly all actives have a fitted effect of over 65% in size
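Rat TrxR1 (90 nM in the dispensed reagent) was pre-reduced with 400 uM NADPH for 5 min at room temperature, then incubated with compound for 15 min. After 400 uM selenite was added, NADPH fluorescence (Ex 340/Em 450 nm) was followed for 8 min.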
Pin1 inh = blocks the human prolyl isomerase Pin1; Q13526; Pin1 FP peptide displacement, HiFluor488, 10 min; Potency, µM (highest dose often 115 µM), inactives show at the top dose activity, negative = inhibition, usual class: inhibitors; 0.009% of 390,000 active; AID 504891; active = well fitted inhibition curve with a large enough effect in the polarisation, with a control signal flat, not every such curve was filed as active; inconclusive = small, poorly fitted or top-dose-only effect, or effect the other way, or a change in a side signal; inactive = no such curve, though single readings can be large or run the other way; the % refers to the polarisation; note: potency is the fitted concentration of half-maximal effect; % is set by controls: 0 for no effect and ±100 for the full control effect
HP1b binding inh = inhibitors of HP1-beta chromodomain binding to methylated histone tails. AlphaScreen HP1-beta / biotin-H3K9me3 peptide binding. AID 540317. P83916. Potency, µM (titrated, usually from 114 µM), for the others: at the top dose activity change, negative = inhibition, actives largely listed as inhibitors. 0.56% of 390,000 active; note: potency is the fitted concentration of half-maximal effect; nearly all actives have a fitted effect of over 70% in size; inactives centre near 23
Target sequence (P83916 whole entry, looked up): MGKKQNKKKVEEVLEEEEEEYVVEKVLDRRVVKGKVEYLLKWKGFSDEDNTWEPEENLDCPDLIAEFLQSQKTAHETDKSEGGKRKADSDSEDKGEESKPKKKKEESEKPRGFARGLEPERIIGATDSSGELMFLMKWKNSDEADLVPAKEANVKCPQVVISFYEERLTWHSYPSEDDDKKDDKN
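Compound inhibition of the preformed complex between 50 nM HP1-beta and 50 nM biotinylated H3K9me3 peptide was read by AlphaScreen. Buffer was PBS pH 7.4 with 0.01% Tween-20. Incubations ran 30 min at room temperature, with 10 ug/mL donor/acceptor beads.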
GLS inh = blocks human kidney-isoform glutaminase activity | GLS enzymatic activity, qHTS titration | O94925 | AID 624170 | Potency, µM (highest dose often 45.5 µM), without a hit: at the top dose activity change, negative = inhibition, usual class: inhibitors | 0.21% of 410,000 active; note: potency is the fitted concentration of half-maximal effect; % is set by controls: 0 for no effect and ±100 for the full control effect
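Glutamate formation by hKGA was monitored fluorometrically using coupled glutamate oxidase, HRP and Amplex Red. Substrate was added as 1 mM L-glutamine solution; incubation was 30 min at RT after an initial read.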
USP1-UAF1 inh = USP1/UAF1 (human) deubiquitinase inhibition; 0.23% of 390,000 active; AID 743255; recombinant USP1/UAF1, Ub-Rhodamine cleavage fluorescence; Potency, µM (series often up to 57.1 µM), for inactives: at the highest dose activity change, negative = inhibition, actives largely listed as inhibitors; O94782; note: potency is the fitted concentration of half-maximal effect; % is set by controls: 0 for no effect and ±100 for the full control effect; nearly all actives have a fitted effect of over 60% in size; inactives centre near -12
Target sequence (O94782 whole entry, looked up): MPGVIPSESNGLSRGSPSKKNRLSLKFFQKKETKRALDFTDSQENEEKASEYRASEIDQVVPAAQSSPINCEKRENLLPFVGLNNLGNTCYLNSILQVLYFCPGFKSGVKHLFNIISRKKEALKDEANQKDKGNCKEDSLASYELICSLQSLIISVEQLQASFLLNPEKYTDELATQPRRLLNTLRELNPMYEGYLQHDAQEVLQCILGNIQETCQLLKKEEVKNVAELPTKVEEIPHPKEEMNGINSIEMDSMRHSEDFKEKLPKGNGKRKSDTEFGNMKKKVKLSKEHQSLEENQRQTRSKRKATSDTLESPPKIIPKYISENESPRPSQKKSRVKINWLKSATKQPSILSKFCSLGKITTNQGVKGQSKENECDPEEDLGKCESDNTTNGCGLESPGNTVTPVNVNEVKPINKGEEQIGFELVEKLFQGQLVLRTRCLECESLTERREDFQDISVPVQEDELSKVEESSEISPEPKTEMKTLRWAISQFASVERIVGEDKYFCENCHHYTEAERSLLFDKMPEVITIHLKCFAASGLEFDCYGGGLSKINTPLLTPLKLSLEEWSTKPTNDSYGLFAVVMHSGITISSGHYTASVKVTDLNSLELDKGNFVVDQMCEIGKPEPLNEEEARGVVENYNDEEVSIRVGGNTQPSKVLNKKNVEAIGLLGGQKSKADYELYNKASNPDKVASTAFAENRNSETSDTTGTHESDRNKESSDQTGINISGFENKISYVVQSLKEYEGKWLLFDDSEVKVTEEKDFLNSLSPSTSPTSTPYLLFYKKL
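High-throughput fluorogenic screen: 1nM USP1/UAF1 complex, Ub-Rho substrate 150nM final, 50mM HEPES pH 7.8 with 0.5mM EDTA, 0.1 mg/ml BSA, 1mM TCEP and 0.01% Tween-20.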
PI4K2A block = blocks human PI4K2A kinase activity. purified PI4K2A, ADP-Glo luminescence, 1 h; hits give low values. activity change, negative = inhibition, % at 76.9 µM. 0.13% of 420,000 active. AID 1346378; in the data active = activity change below about -50%; inconclusive = mostly about -30% to -49%;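 note: -100% = wells without enzyme as full effect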
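PI4K2A activity was measured by ADP-Glo luminescence: enzyme (4 ug/mL stock) and phosphatidylinositol (1.2 mM stock) in Tris pH 7.5/MgCl2/EGTA/Triton X-100 buffer were reacted with ATP (300 microM stock) for one hour at ambient temperature.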
PGK inhibitor = T. brucei PGK inhibition; Potency, µM (highest dose often 57.5 µM), without a hit: top-dose activity change, negative = inhibition, most hits filed as inhibitors; P07378; 0.043% of 380,000 active; PGK/GAPDH coupled, Kinase-Glo luminescence, 60 min; note: potency is the fitted concentration of half-maximal effect; % is set by controls: 0 for no effect and ±100 for the full control effect; nearly all actives have a fitted effect of over 60% in size
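Recombinant glycosomal PGK reaction used 1,3-bisphosphoglycerate generated in-well by GAPDH (100nM final) in 100mM TEA pH 7.6, 5mM MgCl2, 0.01% Tween-20. After 60 minutes at room temperature, ATP was read by Kinase-Glo Plus luminescence end-point.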
IDH1 R132H inh = human IDH1 R132H inhibition; 0.093% of 390,000 active; IDH1-R132H enzyme, NADPH consumption, diaphorase/resazurin fluorescence; O75874; Potency, µM (doses to about 76.6 µM), for the others: top-dose activity change, negative = inhibition, usual class: inhibitors; note: potency is the fitted concentration of half-maximal effect; % is set by controls: 0 for no effect and ±100 for the full control effect; nearly all actives have a fitted effect of over 65% in size
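IDH1-R132H (0.5 ug/mL) preincubated 30 min with compound, then NADPH (0.016 mM) and alpha-KG (2 mM) added; 80 min at RT, pH 7.5. Remaining NADPH coupled via diaphorase/resazurin to fluorescence (540/590 nm); concentration-response curves normalized to no-enzyme control.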
TrxR1 substrate = rat thioredoxin reductase 1 substrate activity. purified TrxR1 substrate turnover, NADPH consumption readout. Potency, µM (titrated, usually from 114 µM), inactives show at the highest dose activity change, negative = substrate turnover. 0.01% of 390,000 active. AID 588456; note: potency is the fitted concentration of half-maximal effect; % is set by controls: 0 for no effect and ±100 for the full control effect; nearly all actives have a fitted effect of over 50% in size
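Rat TrxR1, dispensed at 90 nM, was prereduced with 400 uM NADPH (final) for 5 min at ~22 deg C, then incubated with compound 15 min before 400 uM selenite. A first-read NADPH fluorescence drop versus no-compound background flagged substrates.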
* hit, by the source's call; i = inactive; ? = inconclusive; . = no result given; [ ] = dose if it differs, or a comment. Unless noted, calls come from the whole dose curve; as a rule, active = well fitted curve in the direction sought with a large enough effect; inconclusive = small, poorly fitted or top-dose-only effect, or another doubt; inactive = no such curve, though single readings can be large; an effect the other way counts as inactive or inconclusive.

Second line of a record: rTrxR1 inhibitor, Pin1 inh, HP1b binding inh, GLS inh, USP1-UAF1 inh, PI4K2A block, PGK inhibitor, IDH1 R132H inh, TrxR1 substrate
(1) O=C(CCc1ccccc1)NCC(c1ccco1)N1CCc2ccccc21 (centres undefined)
  -2%, 0%, ?, 16%, -11%, -6, i, 2%, -10%
(2) CCOC(=O)CSc1nc2ccccc2c(=O)n1NC(=O)c1ccccc1
  0%[57.1 µM], 0%, 8%, 2%, 0%, 0, -6%, 2%, 4%[57.1 µM]
(3) O=C(Nc1c(Cl)cccc1Cl)c1cc(-c2ccc3c(c2)OCO3)on1
  20%, -1%, 34%, -11%, ?, 3, -7%, 2%, 4%
(4) Cc1cccc(NC(=O)Cn2cc(C(=O)C3CCCCC3)c3ccccc32)c1
  8%, -2%, 59%[activator], -8%, -22%, -17, -5%, 0%, 1%
(5) CCOC(=O)c1c(C)nc2sc(C(=O)Nc3ccc(OC)cc3)c(N)c2c1-c1ccc(OC)cc1
  12%, 21%, 64%[activator], -7%, -19%, 7, -3%, 5%, 12%
(6) CCOc1ccc(CNC(=O)c2cc3ccccn3n2)cc1
  17%[57.1 µM], -3%, -13%, -2%, ?, 4, -3%, 9%, 3%[57.1 µM]
(7) Cc1ccnc(NS(=O)(=O)c2ccc(NC(=O)c3cc(-c4ccc(Br)cc4)nc4ccccc34)cc2)n1
  1%, 28%, 20%, 3%, -18%, -3, 0%, 13%, 7%
(8) COc1cccc2cc(/C(C)=N/NC(=O)c3ccco3)oc12
  -15%, -1%, 18%, -1%, -15%, 0, -7%, 5%, -12%
(9) COC(=O)CN1C(=O)COc2ccc(S(=O)(=O)N3CCOCC3)cc21
  24%, -3%, 43%[activator], 6%, -23%, -1, 7%, -5%, 9%
(10) C[C@@H]1CCCCO[C@H](CN(C)C(=O)Nc2ccc3c(c2)OCO3)[C@H](C)CN([C@@H](C)CO)C(=O)c2cc(NS(=O)(=O)c3ccc(Cl)cc3)ccc2O1
  ., ., ., 13%, -15%, -8, 5%, -4%, .
(11) O=C(c1ccco1)N1CCC(c2nc3c(nnn3Cc3ccc(F)cc3)c(=O)[nH]2)CC1
  7%, ?, 33%, 0%, -19%, 0, 8%, -7%, 6%
(12) COc1ccc(NC(=O)COC(=O)C(CC(C)C)N2C(=O)C3CC=CCC3C2=O)cc1Cl (centres undefined)
  8%[57.1 µM], 0%, 6%, 7%, -11%, 4, -6%, -7%, 7%[57.1 µM]
(13) COCCNC(=O)/C(C#N)=C/c1c(N2CCN(c3ccccc3)CC2)nc2c(C)cccn2c1=O
  21%, 22%, 4%, 3%, -23%, 2, i, 6%, 51%[activator]
(14) Cc1cccc(NC(=O)c2nc[nH]c2C(=O)NCCCCCNC(=O)OC(C)(C)C)c1
  12%[57.1 µM], ?, 46%[activator], -6%, -19%, -1, i, 11%, -13%[57.1 µM]
(15) COc1ccc(OC)c(S(=O)(=O)N2CCCC(C(=O)NC3CC3)C2)c1 (centres undefined)
  5%, -1%, 18%[57 µM], -9%, -13%, 1, 3%, 1%, 2%
(16) CCCS(=O)(=O)c1csc(C(=O)OC)c1N
  -14%, -1%, 20%, -13%, -16%, 3, 0%, 7%, 12%
(17) O=C1CC(C(=O)Nc2ccc(C(=O)O)cc2)C(c2ccccc2)O1 (centres undefined)
  6%, -1%, 17%, 7%, -6%, -2, 3%, 8%, 0%
(18) CC1Cc2cc(S(=O)(=O)NCCc3ccc(Cl)cc3)ccc2N1C(=O)C1CCC1 (centres undefined)
  12%, 12%, 40%[activator], 0%, -11%, -2, -4%, -24%, -4%
(19) Cc1cc(NC(=O)COc2c(C)cccc2C)no1
  30%, -3%, 34%, 0%, -29%, 2, -6%, 33%[activator], 6%
(20) COc1ccc(NC(=O)Nc2cc(C)ccc2F)cc1
  5%, 0%, 25%, -5%, -2%, -6, -2%, 2%, -6%
(21) Cc1oc2c(c1C(=O)NCCO)CCCC2
  7%[57.1 µM], -4%, 47%, 2%, -5%, -2, i, 1%, 9%[57.1 µM]
(22) Nc1nnc(CC(=O)NCc2ccccc2)s1
  -3%, -4%, 25%, 0%, 1%, 2, -1%, 4%, -4%
(23) Cc1oc2ncn(C)c(=O)c2c1C(=O)N1CCN(c2ccc(Cl)cc2)CC1
  12%, 3%, -2%, 1%, -7%, -1, -2%, -10%, 1%
(24) O=C1CC(NS(=O)(=O)c2ccc3ccccc3c2)CN1c1ccccc1 (centres undefined)
  -1%[57.1 µM], -10%, 15%, 0%, -4%, 2, 3%, -3%, -4%[57.1 µM]
(25) COc1ccc(NC(=O)C(F)(F)F)cc1OC
  4%[57.1 µM], 0%, 15%, 4%, -7%, -1, i, 5%, 6%[57.1 µM]
(26) CCCCC(CC)CNC(=O)c1cc2ccccc2c(=O)o1 (centres undefined)
  7%, -5%, 31%[activator], -9%, -3%, 2, 8%, 10%, 3%[57.1 µM]
(27) CCOC(=O)c1nn(-c2ccc(Cl)cc2)c2nnc(Cc3ccccc3)c(=O)n12
  3%, 2%, 3%, 4%, -7%, 0, -9%, 0%, -1%
(28) COc1cc(S(=O)(=O)N2CCN(C(=O)c3ccccc3)CC2)c(OC)cc1Br
  9%, 1%, 64%[activator], -11%, -8%, 0, -5%, -13%, -7%
(29) O=C(NCCS(=O)(=O)N1CCN(c2ccc(F)cc2)CC1)c1ccccc1Br
  16%[57.1 µM], -6%, 26%[57 µM], 1%, -18%, 0, -9%, 6%, 1%[57.1 µM]
(30) O=S(=O)(Nc1cccnc1Cl)c1ccc(F)cc1
  19%, 2%, 28%, -1%, -16%, 1, i, 0%, -2%
(31) Cc1cc(C)c(S(=O)(=O)N2CCN(c3ccc([N+](=O)[O-])c(NCc4ccco4)c3)CC2)c(C)c1
  19%, 7%, 2%, -6%, -24%, 0, -2%[11.5 µM], -1%, -10%
(32) Cc1cccc(NC(=S)NNC(=O)c2csc(C(C)C)c2)c1
  ?, 2%, -3%, 17%, -12%, 2, -10%, 8%, 3%
(33) CCOC(=O)N1CCN(C2CCCN(C(=O)c3ccccc3SC)C2)CC1 (centres undefined)
  -21%, -8%, 73%[activator], -5%, -22%, 8, 0%, 6%, 4%
(34) NC(=S)NNC(=O)c1ccccc1
  -14%[57.1 µM], 5%, 25%, 15%, -12%, -3, -9%, 8%, 8%[57.1 µM]
(35) O=C(CSc1nnc(-c2cccs2)n1Cc1ccco1)c1ccc2c(c1)OCO2
  ?, 27%, 28%, 14%, -23%, -8, -6%, 12%, -6%
(36) N#Cc1c(NC(=O)CCn2cnc3ccccc3c2=O)oc(-c2ccccc2)c1-c1ccccc1
  4%, 11%, -4%, 6%, -1%, -4, 1%, 3%, 5%[57.1 µM]
(37) CCCCC(=O)Nc1ccc2nc(SCC(=O)N3CCCC3)sc2c1
  14%, 5%, 54%[activator], 3%, -10%, -4, -8%, 8%, -2%
(38) COC(=O)c1ccc2c(C)c(C3(O)CCCCC3)[nH]c2c1
  84%[activator], -4%, 3%, 8%, -25%, -4, -7%, 33%, 456%[activator]
(39) Cc1cccc(C)c1NC(=S)N(Cc1ccco1)C1CCN(C(C)C)CC1
  10%, -3%, 11%, 0%, -21%, -3, -24%, -4%, 8%
(40) COC(=O)c1sccc1S(=O)(=O)N(CC(=O)Nc1cc(F)ccc1F)c1ccc(C)c(C)c1
  13%[57.1 µM], 24%, 66%[activator], 6%, -19%, -8, -5%, 14%, 3%[57.1 µM]
(41) O=C(O)C1Nc2c(O)cccc2C2C=CCC12 (centres undefined)
  35µM*, ., 28µM*, 13µM*, -23%, ?, ?, 4%, -8%
(42) O=C(NCCSc1ccccc1)c1ccco1
  -3%, 0%, 23%, 13%, 1%, -1, i, -5%, -2%
(43) Cc1ccc2c(Cl)c(Cc3ccccc3)c(=S)[nH]c2n1
  -12%, -11%, ?, -4%, -15%, -2, 2%, -2%, 2%
(44) Cc1cccc(CNC(=O)c2cnc3sc(N4CCCCCC4)nn3c2=O)c1
  10%[57.1 µM], -1%, -6%, -12%, -22%, 1, i, 5%, 3%[57.1 µM]
(45) COc1cc(C(=O)N(Cc2ccccn2)CC2CCCO2)cc(OC)c1OC (centres undefined)
  24%, -1%, -17%, -8%, -8%, -2, i, 11%, 14%
(46) Cc1c(NC(=O)Nc2ccc(Cl)c(Cl)c2)sc(=S)n1C
  -5%, 1%, -9%, -4%, -21%, -5, -3%, -11%, -7%
(47) CC1CCCCC1NC(=O)CSc1nnc(N)s1 (centres undefined)
  22%, -4%, 50%[activator], 7%, -18%, 3, -8%, 0%, 10%
(48) CC12CCC(C(=O)NCC3CCCO3)(OC1=O)C2(C)C (centres undefined)
  2%[57.1 µM], 0%, 17%, 5%, 4%, -5, 5%, 2%, -10%
(49) O=C(NCCN1CCN(c2ccccc2F)CC1)C1CC(=O)N(C2CCCC2)C1 (centres undefined)
  15%, 3%, 10%, 6%, -2%, 2, -2%, -4%, 3%

Some of the compounds tested. The share of hits here may be higher or lower than overall.
